Assay outcomes from PubChem BioAssay.
Vif-A3F inh = Vif-A3F binding inhibition | HeLa A3F-eYFP + Vif (tagged APOBEC3F with the HIV-1 protein that degrades it), YFP fluorescence increase | Potency, µM (titrated, usually from 46.1 µM), for inactives: top-dose activity, negative = active | 390,000 compounds, 0.2% hits; further: potency means the concentration at half of the fitted maximal effect; % of control where 0% means no effect; nearly all actives have a fitted effect of over 65% in size
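Fluorescence increase (Ex 488/Em 500-530) after overnight compound treatment at 37 deg C flags inhibition of Vif-driven A3F-eYFP loss in stable HeLa A3F-eYFP/Vif cells seeded overnight beforehand.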
mIDH1 inhibitor = inhibitors of human mutant IDH1 R132H | IDH1-R132H enzyme, NADPH consumption, diaphorase/resazurin fluorescence | Potency, µM (highest dose often 76.6 µM), inactives show at the highest dose activity change, negative = inhibition, hits mostly inhibitors | 390,000 compounds, 0.093% hits | AID 602179; further: potency means the concentration at half of the fitted maximal effect; on the % scale 0 is the no-effect control and ±100 the full control effect; nearly all actives have a fitted effect of over 65% in size
Target sequence (O75874 whole entry R132H, stated change not applied): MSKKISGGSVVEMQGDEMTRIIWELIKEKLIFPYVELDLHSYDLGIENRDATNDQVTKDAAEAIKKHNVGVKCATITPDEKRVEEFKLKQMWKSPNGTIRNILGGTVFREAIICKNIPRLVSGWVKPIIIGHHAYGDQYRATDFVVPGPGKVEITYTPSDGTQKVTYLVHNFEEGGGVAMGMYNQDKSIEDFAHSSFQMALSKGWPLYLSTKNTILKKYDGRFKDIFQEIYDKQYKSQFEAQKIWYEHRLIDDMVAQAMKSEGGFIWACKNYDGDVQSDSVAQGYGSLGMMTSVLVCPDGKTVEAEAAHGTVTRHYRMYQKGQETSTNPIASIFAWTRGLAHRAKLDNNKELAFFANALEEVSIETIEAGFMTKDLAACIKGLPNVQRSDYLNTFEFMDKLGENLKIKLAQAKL
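IDH1-R132H (0.5 ug/mL) preincubated 30 min with compound, then NADPH (0.016 mM) and alpha-KG (2 mM) added; 80 min at RT, pH 7.5. Remaining NADPH coupled via diaphorase/resazurin to fluorescence (540/590 nm); concentration-response curves normalized to no-enzyme control.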
USP1 inh = inhibitors of human USP1/UAF1 deubiquitinase | recombinant USP1/UAF1, Ub-Rhodamine cleavage fluorescence | Potency, µM (top dose mostly 57.1 µM), without a hit: top-dose activity change, negative = inhibition, actives largely listed as inhibitors | 390,000 compounds, 0.23% hits | AID 743255; further: potency means the concentration at half of the fitted maximal effect; on the % scale 0 is the no-effect control and ±100 the full control effect; nearly all actives have a fitted effect of over 60% in size; inactives centre near -12
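USP1/UAF1 complex at 1 nM was preincubated with compound for 15 min at room temperature, then Ub-Rho substrate (150nM final) was added. Fluorescence (480/540 nm) was read kinetically, 6 reads every 60 seconds.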
Vif-APOBEC3G blk = inhibitors of Vif-APOBEC3G interaction; 410,000 compounds, 0.076% hits; Potency, µM (series often up to 46.1 µM), inactives show top-dose activity, negative = active, usual class: inhibitors; HeLa A3G-eYFP + Vif (tagged APOBEC3G with the HIV-1 protein that degrades it), YFP fluorescence, overnight; AID 602310; Q9HC16;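 further: potency means the concentration at half of the fitted maximal effect; on the % scale 0 is the no-effect control and ±100 the full control effect; nearly all actives have a fitted effect of over 60% in size; hits raise eYFP signal because A3G escapes Vif-driven loss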
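Read-out is eYFP fluorescence (Ex 488/Em 500-530) from Vif-expressing HeLa A3G-eYFP cells; more signal means A3G escaped Vif-mediated degradation. Cells plated overnight, compound pinned in, incubated overnight at 37 deg C.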
LDHA block = LDHA (human) enzyme inhibition; P00338; purified LDHA, NADH/diaphorase-resazurin fluorescence; hits give low values; activity change, % (values are at about 110 or 230 µM); 480,000 compounds, 0.15% hits; AID 1347041; in the data active means activity change below about -30%; inconclusive means mostly about -25% to -30%;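 further: plate controls were DMSO wells for no effect and wells without enzyme for full effect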
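Human LDH5 at 2 nM final in Tris HCl pH 7.4 with 0.06 mM NADH and 0.2 mM pyruvate, reacted 5 minutes at room temperature. Remaining NADH coupled via diaphorase/resazurin; resorufin fluorescence read at 0 and 20 minutes, normalized to enzyme-free and DMSO wells.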
RXFP1 ag = RXFP1 (human) receptor agonism; Q9HBX9; HEK293T-RXFP1 cAMP TR-FRET, 30 min; response scale: percent of porcine relaxin response, buffer zero; Potency, µM (top dose mostly 57.5 µM), for inactives: at the highest dose activation, actives largely listed as activators; 370,000 compounds, 0.3% hits; AID 2676; further: potency means the concentration at half of the fitted maximal effect; on the % scale 0 is the no-effect control and ±100 the full control effect; nearly all actives have a fitted effect of over 60% in size; many of its hits are not listed in these tables
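Agonist response is measured as cAMP accumulation in an RXFP1-transfected HEK293T line under PDE4 inhibition. Values are scaled between buffer-only and 29 nM porcine relaxin, and EC50s come from standard Hill equation fits.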
TrxR1 substrate = rat thioredoxin reductase 1 substrate activity; O89049; purified TrxR1 substrate turnover, NADPH consumption readout; Potency, µM (top dose mostly 114 µM), for inactives: at the top dose activity change, negative = substrate turnover; 390,000 compounds, 0.01% hits; AID 588456; further: potency means the concentration at half of the fitted maximal effect; on the % scale 0 is the no-effect control and ±100 the full control effect; nearly all actives have a fitted effect of over 50% in size
Target sequence (O89049 whole entry, looked up): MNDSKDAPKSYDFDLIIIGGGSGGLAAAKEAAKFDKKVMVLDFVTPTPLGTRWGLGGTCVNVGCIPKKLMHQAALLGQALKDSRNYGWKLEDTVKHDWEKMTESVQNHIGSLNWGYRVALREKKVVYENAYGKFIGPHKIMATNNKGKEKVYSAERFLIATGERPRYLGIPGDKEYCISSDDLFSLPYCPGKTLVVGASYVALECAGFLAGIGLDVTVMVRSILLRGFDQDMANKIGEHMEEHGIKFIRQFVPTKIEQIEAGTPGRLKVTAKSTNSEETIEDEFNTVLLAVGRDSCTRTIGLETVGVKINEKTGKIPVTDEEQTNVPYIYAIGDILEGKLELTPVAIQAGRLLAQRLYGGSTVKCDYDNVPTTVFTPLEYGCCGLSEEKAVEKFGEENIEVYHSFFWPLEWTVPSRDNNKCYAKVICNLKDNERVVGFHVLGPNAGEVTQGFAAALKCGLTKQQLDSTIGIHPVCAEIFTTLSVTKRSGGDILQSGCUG
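Rat TrxR1, dispensed at 90 nM, was prereduced with 400 uM NADPH (final) for 5 min at ~22 deg C, then incubated with compound 15 min before 400 uM selenite. A first-read NADPH fluorescence drop versus no-compound background flagged substrates.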
PI4K2A block = blocks human PI4K2A kinase activity. activity change, negative = inhibition, % at 76.9 µM. purified PI4K2A, ADP-Glo luminescence, 1 h; hits give low values. Q9BTU6. 420,000 compounds, 0.13% hits. AID 1346378; in the data active means activity change below about -50%; inconclusive means mostly about -30% to -49%;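 further: -100% = wells without enzyme as full effect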
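Compounds are screened against recombinant PI4K2A using PI as substrate and ATP, the latter dispensed at 300 microM. Reactions run one hour at ambient temperature before ADP-Glo detection; full inhibition defined by wells lacking enzyme.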
GRP78 ERSR act = induces the endoplasmic reticulum stress response in human glioma cells; U87-MG GRP78 promoter luciferase reporter, 16 h; Potency, µM, for the others: top-dose activation, most hits filed as activators; 420,000 compounds, 0.02% hits; further: potency means the concentration at half of the fitted maximal effect; series mostly up to about 76 µM; % of control where 0% means no effect; nearly all actives have a fitted effect of over 35% in size
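Stably transfected U87-MG human glioma cells carrying a GRP78-based luminescent sensor were seeded at 1000 cells/well, pin-dosed with compounds and incubated 16 h. Luciferase reagent was then added, and end-point luminescence was read after 10 min at room temperature.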
Active calls of the source: *; ? = inconclusive; nt = not tested or not shown; & = joins results of further samples; [ ] = dose if it differs, or a comment. Unless noted, the call rests on the fitted dose curve; in most records, active means well fitted curve in the direction sought with a large enough effect; inconclusive means small, poorly fitted or top-dose-only effect, or another doubt; inactive means no such curve, though single readings can be large; an effect the other way counts as inactive or inconclusive. An excerpt; rates above refer to the full screens.

SMILES	Vif-A3F inh	mIDH1 inhibitor	USP1 inh	Vif-APOBEC3G blk	LDHA block	RXFP1 ag	TrxR1 substrate	PI4K2A block	GRP78 ERSR act
CCCC(C(=O)NCCC(C)C)N(Cc1ccc(F)cc1)C(=O)c1snc(C(N)=O)c1N (stereo not drawn)	13.1%	-6.3%	-5.4%	-4.5%	-1.2	5.5%	0.5%	1.5	-0.7%
Cn1c(=O)c2c(nc(CN3CCN(Cc4ccccc4)CC3)n2Cc2cccc(Cl)c2)n(C)c1=O	-4.4%	-8.8%	-6.8%	-2.0%	2.8&0.0	0.0%	-4.2%	-1.3	-0.4%
CN(CCOc1ccccc1)CC(O)COc1ccccc1 (stereo not drawn)	7.8%	0.9%	?	-0.6%	-9.0	0.6%	1.5%	1.4	-2.1%
O=C(OCc1cn([C@@H]2C[C@H](c3ccc(Cl)cc3)N(C(=O)c3cccs3)C[C@H]2O)nn1)c1ccccc1	-9.7%	-3.0%	-17.2%	-2.2%	-11.0	nt	nt	-1.7	-1.8%
CC1=C(O)C(=O)OC1c1c(Cl)cccc1Cl (stereo not drawn)	-10.6%	-8.0%	-1.7%	1.8%	-11.6	0.0%	-8.6%	4.2	5.5%
Cc1cccc(NC(=O)CSc2nnc(NC(=O)CN3CCOCC3)s2)c1	10.2%	8.8%	-9.2%	-5.0%	-6.5	0.1%	7.1%[57.1 µM]	7.5	-3.9%
CCc1cccc(NC(=O)Cn2ncc3c([nH]c4ccc(C)cc43)c2=O)c1	-0.2%	-2.6%	-24.0%	1.8%	-1.0	2.4%	1.5%	2.0	-3.5%
O=C(OCC(=O)N1CCc2ccccc21)c1cccnc1	nt	3.7%	-6.2%	-2.4%	-1.5	-0.2%	-2.8%	1.0	-1.4%
CC1(C)OCC(COC(=O)Nc2cccnc2)([N+](=O)[O-])CO1	3.0%	-4.8%	-4.3%	0.4%	-3.2	0.4%	-11.1%	-1.2	-9.6%
CCSc1nc(=S)n(Cc2ccccc2)c(C)c1C(C)=O	-15.7%	0.6%	-1.7%	-5.0%	-4.0	-0.4%	-10.7%	-1.6	-2.3%
CCNC(=O)N1C(=O)C2(OCCO2)c2ccccc21	-12.9%	0.4%	-19.4%	2.2%	-1.5	0.3%	11.3%[57.1 µM]	-2.6	1.0%
COc1cccc(NC(=O)[C@H](NC(=O)[C@@H]2Cc3ccccc3CN2)c2ccccc2)c1	-1.1%	-1.0%	?	-0.4%	-1.3	-0.1%	6.7%	-7.1	14.3%
O=C(CSc1nnc(C2CCCCC2)n1Cc1ccccc1)NCc1ccco1	-8.0%	2.7%	3.0%	-0.4%	4.4	-0.1%	-2.7%	-15.7	?
CC(=O)N1CC(=O)N=C1SCC(=O)Nc1nc(-c2ccccc2)c(-c2ccccc2)s1	-1.9%	?	-7.6%	-25.4%	-1.7	1.3%	4.8%	-4.7	-1.9%
Cc1ccc(NC(=O)C2CCCNC2=O)nc1 (stereo not drawn)	0.5%	16.6%	-3.5%	-0.3%	-9.0	-0.8%	2.9%	0.5	-1.5%
O=C(NC(c1ccc(F)cc1)c1ccc2ccccc2n1)C1CCN(CCOc2ccc(Cl)cc2Cl)CC1 (stereo not drawn)	nt	nt	nt	-6.4%	-2.3	nt	nt	-2.7	-6.4%
Cc1cccc(NC(=O)CCNS(=O)(=O)c2ccc3c(c2)CCN3C(=O)C2CC2)c1	6.6%	4.8%	-33.3%	1.7%	2.8	0.8%	4.3%[57.1 µM]	-1.1	-4.1%
Cc1c(N)cccc1-c1nc2ccccc2[nH]1	-3.7%	-6.3%	-2.3%	4.7%	-8.3	-0.1%	43.3%[activator]	6.0	-4.5%
COc1ccc(-c2nc(SCC(=O)Nc3nccs3)c(-c3ccc(Cl)cc3)[nH]2)cc1	-9.4%	2.2%	-11.2%	-9.8%	-0.9	-0.9%	0.5%[57.1 µM]	-3.3	-6.0%
Cc1cc([N+](=O)[O-])nn1CC(=O)NC1CCCCC1	-0.4%	-2.3%	-12.2%	0.9%	-7.9	0.5%	-8.7%	0.3	-1.2%

Some of the entries above, reformatted:
Every second line gives: Vif-A3F inh	mIDH1 inhibitor	USP1 inh	Vif-APOBEC3G blk	LDHA block	RXFP1 ag	TrxR1 substrate	PI4K2A block	GRP78 ERSR act
Cc1cc([N+](=O)[O-])nn1CC(=O)NC1CCCCC1
 : -0.4%	-2.3%	-12.2%	0.9%	-7.9	0.5%	-8.7%	0.3	-1.2%
Cc1c(N)cccc1-c1nc2ccccc2[nH]1
 : -3.7%	-6.3%	-2.3%	4.7%	-8.3	-0.1%	43.3%[activator]	6.0	-4.5%

Continuation.
SMILES	Vif-A3F inh	mIDH1 inhibitor	USP1 inh	Vif-APOBEC3G blk	LDHA block	RXFP1 ag	TrxR1 substrate	PI4K2A block	GRP78 ERSR act
COc1ccc(NC(=O)c2cnc[nH]2)cc1	-0.1%	-1.8%	-25.0%	-5.1%	-2.5	0.4%	?	-9.7	-1.1%
CC(C)n1c(=O)c2ccccc2n1Cc1cn(-c2ccc(Cl)cc2)nn1	nt	nt	nt	-2.4%	-6.6	nt	nt	0.2	-4.3%
Cc1ccc(Cn2ccsc2=NC(=O)COC(=O)c2ccc(O)cc2O)cc1	1.6%	-7.8%	-13.2%	2.1%	-5.7	-0.8%	-10.5%	1.4	1.3%
Cc1cccc(C)c1N=Nc1c(C)cc(O)cc1C	1.9%	0.0%	-22.5%	?	-3.8	0.7%	-0.8%[57.1 µM]	1.7	4.2%
COC(=O)c1ccc(OC)c(Cn2c(=O)n(-c3cccc(Cl)c3)c(=O)c3c4c(sc32)CN(C(C)=O)CC4)c1	-10.0%	-7.7%	?	-0.7%	-2.1	-1.9%	7.9%	-2.3	-0.5%
O=C(O)Cn1nnc2ccccc21	8.3%	0.0%	-21.0%	-0.1%	-1.5	4.5%	9.1%	-1.3	-4.1%
CCCCCOC(=O)NCCOC(=O)Nc1ccc(C(=O)OCC)cc1	0.0%	3.9%	-16.2%	0.7%	0.0	0.8%	-9.9%	2.0	-3.8%
CCc1noc(C)c1C(=O)NNC(=O)c1ccc(N(CC)CC)cc1	-1.8%	-10.7%	-19.1%	-0.8%	0.5	0.0%	0.3%	4.6	-2.2%

One compound at a time, from the list above. Order of screens: Vif-A3F inh, mIDH1 inhibitor, USP1 inh, Vif-APOBEC3G blk, LDHA block, RXFP1 ag, TrxR1 substrate, PI4K2A block, GRP78 ERSR act
CCc1noc(C)c1C(=O)NNC(=O)c1ccc(N(CC)CC)cc1 is entered as -1.8%, -10.7%, -19.1%, -0.8%, 0.5, 0.0%, 0.3%, 4.6, -2.2%
CCCCCOC(=O)NCCOC(=O)Nc1ccc(C(=O)OCC)cc1 is entered as 0.0%, 3.9%, -16.2%, 0.7%, 0.0, 0.8%, -9.9%, 2.0, -3.8%
O=C(O)Cn1nnc2ccccc21 is entered as 8.3%, 0.0%, -21.0%, -0.1%, -1.5, 4.5%, 9.1%, -1.3, -4.1%
COC(=O)c1ccc(OC)c(Cn2c(=O)n(-c3cccc(Cl)c3)c(=O)c3c4c(sc32)CN(C(C)=O)CC4)c1 is entered as -10.0%, -7.7%, ?, -0.7%, -2.1, -1.9%, 7.9%, -2.3, -0.5%
CC(C)n1c(=O)c2ccccc2n1Cc1cn(-c2ccc(Cl)cc2)nn1 is entered as nt, nt, nt, -2.4%, -6.6, nt, nt, 0.2, -4.3%
